Assay outcomes deposited in PubChem BioAssay by several laboratories.
TNAP act hiacc: TNAP activators at high phosphate acceptor level, primary screen, biochemical, luminescence, uHTS; Alkaline phosphatase, tissue-nonspecific isozyme (Homo sapiens), P05186; purified TNAP, CDP-star luminescence, 1 M DEA, 30 min; active compounds read high; 0 = EDTA background, 1 = DMSO-only activity; activation factor at 20 µM; 200,000 tested, under 10 active; AID 1136, 2008;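 active = activation factor at least 2 at 20 µM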
Target sequence (P05186 whole entry, looked up): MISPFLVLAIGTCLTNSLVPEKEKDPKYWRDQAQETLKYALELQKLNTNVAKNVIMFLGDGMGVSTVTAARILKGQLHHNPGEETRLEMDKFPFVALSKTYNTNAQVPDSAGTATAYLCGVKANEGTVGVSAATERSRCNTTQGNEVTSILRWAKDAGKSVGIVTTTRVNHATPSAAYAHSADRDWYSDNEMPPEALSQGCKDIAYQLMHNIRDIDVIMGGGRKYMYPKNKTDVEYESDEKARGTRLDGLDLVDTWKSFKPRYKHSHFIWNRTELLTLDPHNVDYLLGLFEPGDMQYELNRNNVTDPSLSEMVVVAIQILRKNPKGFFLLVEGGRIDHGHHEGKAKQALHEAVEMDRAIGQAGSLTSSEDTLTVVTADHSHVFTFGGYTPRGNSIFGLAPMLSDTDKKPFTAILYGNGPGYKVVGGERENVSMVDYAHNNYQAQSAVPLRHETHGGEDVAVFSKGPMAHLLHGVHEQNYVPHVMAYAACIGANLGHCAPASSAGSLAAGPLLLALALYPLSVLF
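Dosing: 20 µM single point. System: human TNAP. Amount: TNAP 1/800 final. Incubation: 30 min, room temperature. Read-out: TNAP activation factor scaled between EDTA and DMSO control wells. Signal: luminescence from CDP-star hydrolysis. Medium: 1 M DEA, pH 9.8, Mg2+, Zn2+. Control set: EDTA negative control, DMSO positive control.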
RAM inhibit: inhibitors of the yeast RAM network, primary screen, dse1pr::URA3 reporter, 5-FOA selection; S. cerevisiae dse1pr::URA3 reporter, 5-FOA growth OD615, 2 d; analog-sensitive cbk1-as2 kinase mutant strain; inhibition, % at 50 µM; 190,000 tested, 1.8% active; AID 868, 2007;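 active = inhibition above a set limit, 3 SD over mean compound inhibition, cut at about 8.4% in these data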;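 also: 0% = DMSO-only wells with no growth and 100% = 10 µM 1-NA-PP1 full growth; inhibition rescues growth on 5-FOA so higher OD means more RAM inhibition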
bIAP act: bovine intestinal alkaline phosphatase activators, primary screen, biochemical, bovine IAP, CDP-star luminescence; purified bovine IAP, 30 min; active compounds read high; fold of DMSO-control signal, blank-subtracted; activation factor at 20 µM; 200,000 tested, 0.17% active;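 active = activation factor of 2 or more at 20 µM, a signal rise over negative controls twice the positive control's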
L major viab: Leishmania major promastigote growth inhibition, primary screen; 200,000 tested, 9% active; inhibition, % at 10 µM; Leishmania major promastigotes, resazurin fluorescence viability; in the data active = inhibition above about 50%;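 also: promastigotes grown with compound for 44 hours at 28 °C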
TNAP inh noacc: human TNAP enzyme inhibitors, primary screen, biochemical, luminescent, no phosphate acceptor, uHTS; Alkaline phosphatase, tissue-nonspecific isozyme (Homo sapiens), P05186; purified TNAP, CDP-star luminescence, 30 min; inhibition, % at 20 µM; 200,000 tested, 0.26% active; AID 1012, 2008;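 active = tissue-nonspecific alkaline phosphatase inhibition above about 50% at 20 µM in the single-dose screen, limit read from the data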;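 also: 0% = DMSO negative control and 100% = EDTA positive control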
TNAP inh hi DEA: human TNAP enzyme inhibitors, primary screen, biochemical, luminescent, high phosphate acceptor level, uHTS; Alkaline phosphatase, tissue-nonspecific isozyme (Homo sapiens), P05186; purified TNAP, CDP-star luminescence, 1 M DEA; 200,000 tested, 0.03% active; inhibition, % at 20 µM;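 active = over 50% inhibition of tissue-nonspecific alkaline phosphatase at 20 µM in the single-dose screen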;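 also: plate controls were DMSO wells for no effect and EDTA-quenched wells as full inhibition for full effect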
APP 5UTR inh: inhibitors of APP translation via 5'UTR reporter, primary screen, APP 5'UTR luciferase, SH-SY5Y cells | 190,000 tested, 0.82% active | SH-SY5Y APP 5'UTR-luciferase reporter, luminescence | inhibition, % at 2 µM;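 active = inhibition above a set limit, derived from the sample mean plus 3 SD, cut at about 45% in these data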; also: values of inactives mirror those of a sister screen read the other way
FLuc act counter: FLuc activators, initial screening, artefact control for FLuc-dependent activation tests, biochemical, ATPlite luminescence; ATPlite luciferase biochemical, 10 min; 0 = ATP-free wells, 1 = DMSO control; activation factor at 10 µM; AID 1027, 2008; Luciferin 4-monooxygenase (Photinus pyralis), P08659; 200,000 tested, under 10 active;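 active = luciferase activation factor, scaled between plate controls, of at least 2 with compound at 10 µM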
Target sequence (P08659 whole entry, looked up): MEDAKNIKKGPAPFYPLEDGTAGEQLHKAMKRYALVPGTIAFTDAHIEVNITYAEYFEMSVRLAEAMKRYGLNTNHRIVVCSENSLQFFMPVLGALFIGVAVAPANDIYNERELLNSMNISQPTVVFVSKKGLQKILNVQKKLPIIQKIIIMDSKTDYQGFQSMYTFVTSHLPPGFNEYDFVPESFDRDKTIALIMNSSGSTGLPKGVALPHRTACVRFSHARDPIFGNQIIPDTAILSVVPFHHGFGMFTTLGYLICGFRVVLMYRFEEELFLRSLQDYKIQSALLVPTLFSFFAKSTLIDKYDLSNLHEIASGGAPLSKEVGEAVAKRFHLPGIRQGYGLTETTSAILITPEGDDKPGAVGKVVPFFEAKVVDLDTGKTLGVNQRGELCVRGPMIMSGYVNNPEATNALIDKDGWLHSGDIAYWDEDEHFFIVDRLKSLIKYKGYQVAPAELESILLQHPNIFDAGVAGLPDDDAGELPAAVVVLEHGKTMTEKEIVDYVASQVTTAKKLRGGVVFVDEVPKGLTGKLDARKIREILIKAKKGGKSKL
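Material: Luciferase/luciferin reagent mix; Doses: test compounds dosed from 2 mM stocks in 100% DMSO; Schedule: 10 min incubation after luciferase reagent addition, room temperature; Measured by: luminescence from luciferase reaction; Read-out: luminescence gain marking luciferase activators.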
bIAP inh: bovine intestinal alkaline phosphatase inhibitors, primary screen, selectivity assay for TNAP inhibitor project, biochemical, bovine IAP, CDP-star luminescence | purified bovine IAP, 30 min | 190,000 tested, under 10 active | alkaline phosphatase, intestinal [Bos taurus] | inhibition, % at 20 µM | AID 1019, 2008;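 active = over 50% inhibition of intestinal alkaline phosphatase at 20 µM in the single-dose screen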
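System: Purified bovine intestinal alkaline phosphatase (IAP) enzyme | Input: IAP diluted 1/65,000,000 in the well | Also added: CDP-star chemiluminescent phosphatase substrate, 30 µM final | Dosing: 20 µM single dose | Times: Enzyme reaction for 30 min at room temperature | Detection: Luminescence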
FLuc inhib CS: firefly luciferase enzyme inhibitors, primary screen, artefact control for luciferase-based inhibitor screens, biochemical, luminescence, ATPLite; Luciferin 4-monooxygenase (Photinus pyralis), P08659; 10 min; 200,000 tested, 1.5% active; AID 1006, 2008; inhibition, % at 10 µM;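 active = inhibition above about 50% when tested at 10 µM, limit read from the data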
Active calls of the source: *; . = no result given.

SMILES	TNAP act hiacc	RAM inhibit	bIAP act	L major viab	TNAP inh noacc	TNAP inh hi DEA	APP 5UTR inh	FLuc act counter	bIAP inh	FLuc inhib CS
O=C(Nc1ccccc1Cl)c1cc(S(=O)(=O)N2CCCC(C(=O)O)C2)ccc1F (stereo not given)	1	5.2	0.9	-2	-8	-3	-19	1	6	4
CCN(CC)C(=O)Oc1ccc(Cl)c2ccccc12	1.1	1.1	0.9	4	-12	-6	-7	1.1	9	-6
CC1(C(=O)O)CCC(C(=O)NC2CCCCC2)C1(C)C (stereo not given)	1.1	-0.3	0.9	-2	-12	-6	13	1	8	-4
O=C(Nc1nccs1)C(NS(=O)(=O)c1ccc(Br)s1)c1ccccc1 (stereo not given)	1.1	5.3	1	29	-11	-8	27	1.1	-4	-7
COc1ccc(NC(=S)Nc2ncccc2C)cc1OC	1	1.1	1	26	-19	1	-39	0.9	-3	9
Cc1ccc(/C=C/C(=O)N2CCc3ccccc3C2)cc1	1.1	0.7	0.8	1	-9	-5	-1	0.5	20	51*
COc1ccc(CN2CCN(C3CCOCC3)CC2CCO)c(C)c1C (stereo not given)	1.1	-1.0	1	81*	1	-5	12	1.1	2	-9
CCCn1c(NC(=O)c2cccc(C)c2C)nc2ccccc21	1.1	-2.0	0.9	98*	-16	-10	-9	1.1	13	-5
COc1cccc(NC(=O)CCS(=O)(=O)c2cccs2)c1	1	2.9	0.9	0	-7	0	-5	1	14	-1
CCc1ccc(OCCOCC(O)CN(CCO)CCO)cc1 (stereo not given)	1	0.4	0.9	-6	-16	3	13	1	6	-2
Cc1cc(Cl)c(S(=O)(=O)NC(C(=O)O)C(C)C)cc1OCC(=O)NC1CCCCC1 (stereo not given)	1	1.4	1.1	-11	10	-3	13	1.1	-10	-6
COCCCNC(=O)c1ccc(CS(=O)(=O)c2ccc(Br)cc2)o1	1	-1.0	0.9	-3	-8	-2	.	1	9	-2
COc1ccc(C(=O)OCn2nnc3ccccc3c2=O)cc1[N+](=O)[O-]	1	1.7	1.1	-4	-6	0	-3	1	-10	-5
CCOC(=O)Cn1c(CN(Cc2ccccc2)Cc2ccccc2)nc2c1c(=O)[nH]c(=O)n2C	1	1.6	1	9	-5	-3	-3	1.1	-2	-5
COc1cc2[nH]c(-c3ccc(C)cc3)cc(=O)c2cc1OC	1	-0.8	1.2	2	-6	-1	-12	0.7	-18	27
CCOC(=O)c1cc2[nH]c3ccccc3c2[n+](-c2ccc([N+](=O)[O-])cc2)c1N	0.9	0.3	0.9	9	-4	6	2	1.1	6	-6
Cc1csc(NC(=O)c2cc3c(s2)-c2ccccc2OC3)n1	1.1	2.6	1	4	2	-7	-112	0.9	1	6
COc1ccc(/C=N/NC(=O)C(=O)N2CCCC2)cc1	1	0.8	1.1	-5	-6	-4	-6	1	-6	5
COc1ccccc1N1CCN(/N=C\c2sccc2C)CC1	1	2.3	1	2	-12	0	-21	1	-1	2
Cc1cc(NC(=O)CSc2nnc(NC(=O)C3CC(=O)N(c4ccccc4)C3)s2)no1 (stereo not given)	1.1	2.7	1.1	43	-3	-6	10	1.1	-8	-12
O=C1C2C3C=CC(C4CC34)C2C(=O)N1/N=C/c1ccc(-c2ccc(Cl)cc2[N+](=O)[O-])o1 (stereo not given)	1	2.2	0.9	59*	-5	-1	-7	1	14	-4
O=C1OCCC1Sc1nnc(-c2ccccc2)o1 (stereo not given)	1	-0.4	1	-3	3	-3	-2	0.9	0	11
OCCn1nc2c3ccccc3nc-2n(-c2ccccc2)c1=S	1	3.1	0.9	-6	-17	-4	2	1.1	7	-7
COc1ccc2c(c1)C(C)=CC(C)(C)N2C(=O)CN1C(=O)CCC1=O	1	0.6	0.7	-1	-8	0	4	1	35	-4
COc1cccc(-c2nnn(CC(=O)O)n2)c1	1	2.1	1	-12	-10	0	3	1.1	4	-9

Next section
SMILES	TNAP act hiacc	RAM inhibit	bIAP act	L major viab	TNAP inh noacc	TNAP inh hi DEA	APP 5UTR inh	FLuc act counter	bIAP inh	FLuc inhib CS
CCCc1cc(=O)[nH]c(SCC(=O)c2cc(C)n(-c3c(C)n(C)n(-c4ccccc4)c3=O)c2C)n1	1	0.0	0.8	-10	-13	-3	-13	1	17	-2
COc1ccc(CCNC(=O)CC2SC(N)=NC2=O)cc1OC (stereo not given)	1.1	-0.3	1	-2	-9	-6	8	1.1	-2	-6
CCN(CC)CCNC(=S)Nc1ccc2nc(N3CCCC3)cc(C)c2c1	1.1	1.2	0.9	86*	4	-5	-1	1.1	10	-10
Cc1ccc(C(=O)N/C(=C\c2sccc2C)C(=O)NCc2ccncc2)cc1	1	1.3	0.9	-1	-5	0	13	1	12	-1
CCOc1ccc(C(=O)Nc2nnc(C(C)C)s2)cc1OCC	1	1.1	0.9	87*	-9	1	.	1	6	0
CC(=O)NCCC1CCCCN1Cc1nc(Cc2cccc(C(F)(F)F)c2)no1 (stereo not given)	1	0.6	1.1	0	-5	0	-3	1	-12	-1
COc1ccc(S(=O)(=O)NCC2CCCN(C(=O)c3sccc3C)C2)cc1 (stereo not given)	1.1	0.4	1	-3	-5	-6	1	1.1	2	-6
Cc1cc([N+](=O)[O-])nn1CC(=O)NCc1cccs1	1	1.0	0.9	-6	1	-5	-15	1.1	7	-10
CC(C)(C)c1ccc(S(=O)(=O)Nc2ccc3c(c2)COC3=O)cc1	1	2.8	1.1	8	-4	0	24	1	-11	-3
CCN(CC)CCNC(=O)COc1ccc(Cl)cc1Cl	1	-0.5	1	75*	-4	-1	-10	1	0	-4
N#Cc1nc(-c2ccc(F)cc2)oc1NCc1cccc2c1OCO2	1	4.8	0.9	-9	6	1	-5	1	7	-3
Cc1ccc2occ(/C=C/C(=O)c3ccccc3O)c(=O)c2c1	1	2.2	0.9	11	-6	3	-10	1	12	-1
Cc1nc2sccn2c(=O)c1Br	1.1	-0.2	0.9	-5	-4	-6	-4	1.1	9	-5
CC1CN(C(=O)CN2C(=O)c3ccccc3C2=O)CC(C)O1 (stereo not given)	1	0.5	0.9	-7	-8	-4	-9	1.1	14	-6
C=CCN1C(=O)CS/C1=N\N=C\c1cccc([N+](=O)[O-])c1	1	3.0	1	22	-14	-5	-7	1	1	-3
CCOc1cc(/C=N/O)cc(Cl)c1OC	1	-0.4	0.9	20	-11	-3	4	1.1	5	-8
Cc1ccc(-c2cc(C(=O)NCCc3ccccn3)c3ccccc3n2)c(C)c1	1	0.9	0.9	-1	-17	-1	10	1.1	6	-8
CCOC(=O)CCC(=O)OCC(=O)NC(C)C1CC2CCC1C2 (stereo not given)	1.1	1.4	1	-2	-14	-6	-5	1	-1	-2
Cc1cc(OC(=O)c2ccc(S(=O)(=O)N(C)C)cc2)cc(=O)o1	1	-0.4	0.9	0	-8	-2	-17	1	5	-2
CN1C(=O)/C(=C2\SC(=S)N(C(CCC(=O)O)C(=O)O)C2=O)c2ccccc21 (stereo not given)	1	2.0	0.8	-8	6	4	-8	1	18	0
N/C(=N\OC(=O)c1ccc(Cl)cc1)c1ccccn1	1	1.2	0.9	-6	-8	-3	-185	0	6	97*
C=CCn1cc([N+](=O)[O-])nc1C	1	-0.4	1	-9	-7	-5	6	1.1	-2	-7
NC(=O)c1cc2cc(Cl)ccc2oc1=O	1	2.2	0.9	-2	2	2	-10	1.1	9	-5
O=C(CCCC(=O)OCC(Cl)=C(Cl)Cl)Nc1cccc(F)c1	1	0.9	0.9	-4	-12	-3	9	1.1	6	-6
CCOC(=O)N/N=C(C)/C=C/c1ccco1	1	-0.7	0.9	84*	-4	-3	-8	1	11	2

Carrying on.
SMILES	TNAP act hiacc	RAM inhibit	bIAP act	L major viab	TNAP inh noacc	TNAP inh hi DEA	APP 5UTR inh	FLuc act counter	bIAP inh	FLuc inhib CS
Cc1ccc(NC(=O)Cc2nnc(SCC(=O)c3ccc(Br)cc3)n2C)cc1Cl	1	3.0	0.8	5	-13	-3	-12	1	16	-1
Cc1cc2c(ncn2C)c(NS(=O)(=O)c2ccc(Cl)cc2)c1C	1	-1.5	1.1	15	-25	-2	2	1.1	-13	-6
C/C=C(\C)C(=O)NCCN1C2=NC[C@H](C)N2C[C@@H]1Cc1ccc(OC)cc1	1	1.3	1.3	1	-6	-1	17	1.1	-26	-6
O=C1CCCN1CCCNC(=S)Nc1ccc(Br)cc1Cl	1	2.3	1	3	-6	-2	-5	1.1	3	-8
Cc1cc2c(cc1C)C(c1cccc([N+](=O)[O-])c1)CC(=O)N2 (stereo not given)	1	3.5	0.9	53*	-6	-4	-4	1.1	13	-5
Cc1ccc(NP(=O)(c2ccc(N(C)C)cc2NC(=O)c2cccs2)N2CCOCC2)cc1 (stereo not given)	1	1.3	0.8	46	-2	-3	-12	1	20	-4
NCCCC[C@@H]1NC(=O)c2cc([N+](=O)[O-])cc(F)c2NCCCC[C@@H](C(N)=O)NC(=O)[C@H](CCC(N)=O)NC1=O	1	-0.3	0.9	-4	-5	-2	4	1	11	-1
CC(NCc1cc(Br)ccc1OCC(=O)NCc1ccccc1)c1ccccc1 (stereo not given)	1	1.7	1.1	98*	-13	-3	1	1	-10	-3
CCCCOc1ccc(C(=O)N/C(=C/C=C/c2ccccc2)C(=O)NC)cc1	1	5.1	1	-4	-5	1	15	0.6	-3	44
COC(=O)c1ccc(C)c(NC(=O)Cc2ccc([N+](=O)[O-])cc2)c1	1	1.3	1	-6	2	-1	18	1	3	-3
Cc1cc(C)cc(NC(=O)CSc2ccc(-c3cccs3)nn2)c1	1	1.6	0.8	72*	-1	0	-10	1	15	3
